PAFAH1B3 inh – PAFAH1B3 (human) inhibition. 0.28% of 340,000 active. recombinant PAFAH1B3, FP-rhodamine probe, fluorescence polarization. inhibition, % at 3.39 µM;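 active means inhibition above the screen-wide average of all tested compounds plus 3 SD, cut at about 25% in these data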;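 further: 0% = enzyme with DMSO only and 100% = wells lacking PAFAH1B3 protein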
PREPL inh – inhibitors of human prolyl oligopeptidase-like enzyme PREPL. inhibition, % at 5.96 µM. 0.68% of 320,000 active. recombinant PREPL, fluorescence polarization activity-based probe. Q4J6C6; in the data active means inhibition above about 43%;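 further: 0% = enzyme with DMSO and 100% = wells lacking enzyme; many of its hits are not listed in these tables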
Target sequence (Q4J6C6 whole entry, looked up): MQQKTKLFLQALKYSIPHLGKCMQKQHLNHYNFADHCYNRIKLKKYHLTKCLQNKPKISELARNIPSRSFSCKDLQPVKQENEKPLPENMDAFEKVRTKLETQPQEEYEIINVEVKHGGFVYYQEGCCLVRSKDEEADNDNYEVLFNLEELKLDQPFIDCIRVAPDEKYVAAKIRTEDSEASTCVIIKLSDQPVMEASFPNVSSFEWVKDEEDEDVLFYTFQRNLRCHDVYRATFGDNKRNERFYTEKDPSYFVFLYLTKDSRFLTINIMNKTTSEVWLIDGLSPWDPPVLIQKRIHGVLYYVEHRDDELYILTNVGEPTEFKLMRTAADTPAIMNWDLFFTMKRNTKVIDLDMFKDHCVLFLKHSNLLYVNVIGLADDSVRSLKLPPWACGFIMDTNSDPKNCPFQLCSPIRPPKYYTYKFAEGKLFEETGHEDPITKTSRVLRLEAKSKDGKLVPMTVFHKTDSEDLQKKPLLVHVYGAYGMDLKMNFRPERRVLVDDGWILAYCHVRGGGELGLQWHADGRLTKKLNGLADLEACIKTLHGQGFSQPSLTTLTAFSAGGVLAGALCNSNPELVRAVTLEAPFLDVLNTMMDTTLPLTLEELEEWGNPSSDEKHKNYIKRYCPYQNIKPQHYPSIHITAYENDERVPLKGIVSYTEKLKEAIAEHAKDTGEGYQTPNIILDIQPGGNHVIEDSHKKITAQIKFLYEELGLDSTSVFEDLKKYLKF
ZTA counter – counter-screen for EBNA-1 inhibitors: inhibitors of Epstein-Barr virus ZTA; AID 2234; ZTA-DNA binding, fluorescence polarization; inhibition, % at 11 µM; 0.15% of 320,000 active; in the data active means inhibition above about 33%
pPAFAH FP inh – inhibitors of human plasma PAF acetylhydrolase (pPAFAH). inhibition, % at 3.39 µM. Q13093. 1.5% of 330,000 active. recombinant pPAFAH, FP-rhodamine probe fluorescence polarization. AID 463082;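 active means inhibition above the mean inhibition across the screen plus 3 SD, cut at about 25% in these data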;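 further: inhibitors block binding of the rhodamine activity-based probe so polarization drops; 0% = enzyme with DMSO and 100% = wells lacking pPAFAH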
PAFAH2 FP inh – PAFAH2 (human) inhibition. Q99487. recombinant PAFAH2, FP-rhodamine activity probe, fluorescence polarization. inhibition, % at 3.39 µM. 0.99% of 340,000 active. AID 492956;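 active means inhibition above the mean over all tested compounds plus 3 SD, cut at about 30% in these data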;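 further: inhibitors block probe labeling of enzyme so polarization drops; 0% = enzyme with DMSO and 100% = wells lacking PAFAH2 protein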
LYPLA2 counter – LYPLA2 (human) inhibition in PME1 counter-screen | O95372 | recombinant LYPLA2, FP-Rh probe fluorescence polarization | inhibition, % at 5.9 µM | 0.38% of 320,000 active;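 active means inhibition above the screen-wide mean plus 3 SD, limit set per campaign, cut at about 26% in these data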;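 further: 0% = LYPLA2 with DMSO and 100% = wells lacking LYPLA2 enzyme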
LYPLA1 inh – LYPLA1 (human) inhibition in PME1 counter-screen. O75608. recombinant LYPLA1, FP-Rh probe fluorescence polarization. inhibition, % at 5.9 µM. 0.16% of 320,000 active. AID 2174;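 active means inhibition above the mean of all tested compounds plus 3 SD, set per campaign, cut at about 14% in these data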;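 further: inhibitors block serine hydrolase probe labeling of LYPLA1 so polarization falls; 0% = enzyme with DMSO and 100% = wells lacking LYPLA1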
Target sequence (O75608 whole entry, looked up): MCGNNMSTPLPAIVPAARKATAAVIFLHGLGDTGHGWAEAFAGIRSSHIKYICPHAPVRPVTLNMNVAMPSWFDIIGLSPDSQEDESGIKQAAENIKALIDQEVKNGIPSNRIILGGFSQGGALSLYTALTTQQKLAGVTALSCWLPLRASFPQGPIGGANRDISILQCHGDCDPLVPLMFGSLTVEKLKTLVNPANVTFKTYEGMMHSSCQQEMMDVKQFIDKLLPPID
EBNA-1 inhibitor – blocks EBNA-1 binding to DNA; EBNA-1 DNA binding, fluorescence polarization; 0.34% of 300,000 active; inhibition, % at 14.8 µM; AID 1950; in the data active means inhibition above about 28%
PAFAH1B2 inh – blocks human PAF acetylhydrolase 1b catalytic subunit 2. P68402. recombinant PAFAH1B2, FP-rhodamine activity probe, fluorescence polarization. inhibition, % at 3.39 µM. 1.2% of 340,000 active. AID 492953;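 active means inhibition above the mean of all tested compounds plus 3 SD, cut at about 24% in these data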;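 further: 0% = enzyme with DMSO and 100% = wells lacking PAFAH1B2; many of its hits are not listed in these tables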
Starred values were filed as active, the others as inactive.

How did CCc1ccc(N2CC(C(=O)OCC(=O)c3c(N)n(CC(C)C)c(=O)n(C)c3=O)CC2=O)cc1 (centres undefined) do in these assays?
PAFAH1B3 inh: 0.6; PREPL inh: 8.3; ZTA counter: 2.9; pPAFAH FP inh: 6.9; PAFAH2 FP inh: -4.4; LYPLA2 counter: 5.6; LYPLA1 inh: -0.8; EBNA-1 inhibitor: -2.6; PAFAH1B2 inh: -0.3

How did COc1ccc(N=c2oc3ccc(OC)cc3cc2-c2nc3ccccc3[nH]2)cc1 do in these assays?
PAFAH1B3 inh: 10.6; PREPL inh: -9.1; ZTA counter: 1.1; pPAFAH FP inh: 3.7; PAFAH2 FP inh: -9.7; LYPLA2 counter: 1.6; LYPLA1 inh: 0.9; EBNA-1 inhibitor: -0.4; PAFAH1B2 inh: 3.5

What do the screens show for `COc1ccc(N2CCN(C(=O)CSc3ncnc4scc(-c5ccc(C)cc5)c34)CC2)cc1`?
PAFAH1B3 inh: -5.6; PREPL inh: 2.8; ZTA counter: -15.2; pPAFAH FP inh: 12.4; PAFAH2 FP inh: -10.0; LYPLA2 counter: -35.6; LYPLA1 inh: -15.6; EBNA-1 inhibitor: 8.8; PAFAH1B2 inh: -4.8

How did CN1CCC(=NNC(=O)CN(c2ccc(Oc3ccccc3)cc2)S(C)(=O)=O)CC1 do in these assays?
PAFAH1B3 inh: 7.1; PREPL inh: 6.9; ZTA counter: -20.3; pPAFAH FP inh: -4.8; PAFAH2 FP inh: 0.8; LYPLA2 counter: 0.2; LYPLA1 inh: -2.7; EBNA-1 inhibitor: -9.3; PAFAH1B2 inh: -0.4

How did Cn1c(=N)n(CC(=O)c2ccccc2)c2ccccc21 do in these assays?
PREPL inh: 11.9; ZTA counter: 11.8; pPAFAH FP inh: 5.7; LYPLA2 counter: 2.4; LYPLA1 inh: 3.1; EBNA-1 inhibitor: 2.0

How did CCOC(=O)CCC(=O)N1CCOCCOCCN(C(=O)CCC(=O)OCC)CCOCCOCC1 do in these assays?
PAFAH1B3 inh: 2.0; PREPL inh: -0.4; ZTA counter: -1.6; pPAFAH FP inh: 3.4; PAFAH2 FP inh: -3.3; LYPLA2 counter: 6.5; LYPLA1 inh: 5.0; EBNA-1 inhibitor: 1.6; PAFAH1B2 inh: 3.1

How did CC(=O)N(CN1C(=O)CCC1=O)c1ccc(Cl)c(Cl)c1 do in these assays?
PAFAH1B3 inh: -2.1; PREPL inh: -4.4; ZTA counter: 17.2; pPAFAH FP inh: 1.6; PAFAH2 FP inh: -1.4; LYPLA2 counter: 4.0; LYPLA1 inh: 1.5; EBNA-1 inhibitor: 3.0; PAFAH1B2 inh: 8.8

Results for CCOc1cc(C(=O)OCC(=O)Nc2ncc(Cl)c(C)c2Cl)ccc1OCC(=O)N1CCOCC1 ?
PAFAH1B3 inh: 2.9; PREPL inh: 21.4; ZTA counter: 10.8; pPAFAH FP inh: 7.0; PAFAH2 FP inh: 55.2*; LYPLA2 counter: -7.5; LYPLA1 inh: -4.8; EBNA-1 inhibitor: 1.8; PAFAH1B2 inh: -0.2

What do the screens show for `Cc1ccc(NC(=O)COC(=O)c2ccc(NC(=O)CC#N)cc2)cc1S(=O)(=O)N1CCOCC1`?
PAFAH1B3 inh: -27.7; PREPL inh: -0.3; pPAFAH FP inh: -8.8; PAFAH2 FP inh: 56.9*; PAFAH1B2 inh: -13.3

What do the screens show for `O=C(CSc1cccc[n+]1[O-])c1ccccc1Br`?
PAFAH1B3 inh: 2.1; PREPL inh: 0.4; ZTA counter: -3.1; pPAFAH FP inh: 0.0; PAFAH2 FP inh: 39.3*; LYPLA2 counter: 6.5; LYPLA1 inh: 5.6; EBNA-1 inhibitor: -10.1; PAFAH1B2 inh: 3.5

What do the screens show for `C/C(Nc1ccc(C)cc1)=C(/C#N)C(N)=O`?
PAFAH1B3 inh: 1.7; PREPL inh: -11.1; ZTA counter: 15.0; pPAFAH FP inh: 0.8; PAFAH2 FP inh: -3.5; LYPLA2 counter: 5.3; LYPLA1 inh: 0.8; EBNA-1 inhibitor: 9.9; PAFAH1B2 inh: 2.1

Results for CCOc1ccc(CCNC(=O)c2cccc(-n3cnnn3)c2)cc1OCC ?
PAFAH1B3 inh: -5.2; PREPL inh: 4.9; ZTA counter: 7.1; pPAFAH FP inh: -1.4; PAFAH2 FP inh: 4.0; LYPLA2 counter: -2.1; LYPLA1 inh: -0.8; PAFAH1B2 inh: 3.6

What do the screens show for `O=C(NCC1CCCO1)c1cc(-c2ccccc2)nc2ccc(Br)cc12` (centres undefined)?
PAFAH1B3 inh: 7.9; PREPL inh: 3.6; ZTA counter: 9.3; pPAFAH FP inh: 1.3; PAFAH2 FP inh: 3.0; LYPLA2 counter: 22.8; LYPLA1 inh: 3.4; EBNA-1 inhibitor: 8.9; PAFAH1B2 inh: -0.4

How did COc1ccc(C(=O)Nc2ccc(N3CCN(C)CC3)cc2)cc1OC do in these assays?
PAFAH1B3 inh: 4.2; PREPL inh: -1.6; ZTA counter: 7.3; pPAFAH FP inh: -1.0; PAFAH2 FP inh: -2.6; LYPLA2 counter: 2.0; LYPLA1 inh: 3.7; EBNA-1 inhibitor: 6.7; PAFAH1B2 inh: -3.0

How did CCOC(=O)c1c2n(c3ccc(OC(C)=O)cc13)CCC2 do in these assays?
PAFAH1B3 inh: 3.8; PREPL inh: 11.7; ZTA counter: -11.3; pPAFAH FP inh: -0.5; PAFAH2 FP inh: 4.1; LYPLA2 counter: 1.3; LYPLA1 inh: 0.3; EBNA-1 inhibitor: -1.0; PAFAH1B2 inh: -2.4

What do the screens show for `COC(=O)C(C)Oc1ccc(-c2nccc(-c3ccc(F)cc3)n2)cc1` (centres undefined)?
PAFAH1B3 inh: 8.0; PREPL inh: -2.7; ZTA counter: 5.1; pPAFAH FP inh: 2.9; PAFAH2 FP inh: 8.0; LYPLA2 counter: -1.4; LYPLA1 inh: -4.0; EBNA-1 inhibitor: 3.9; PAFAH1B2 inh: 3.8

What do the screens show for `CC(C)N1CC(C(=O)Nc2ccc(F)c(Cl)c2)CC1=O` (centres undefined)?
PAFAH1B3 inh: 4.0; PREPL inh: -3.1; ZTA counter: 9.2; pPAFAH FP inh: 0.1; PAFAH2 FP inh: -0.7; LYPLA2 counter: -3.5; LYPLA1 inh: 0.0; EBNA-1 inhibitor: 3.8; PAFAH1B2 inh: 0.8

How did O=C(O)c1ccccc1SCC(=O)N1c2ccccc2Sc2ccccc21 do in these assays?
PAFAH1B3 inh: -3.0; PREPL inh: -11.5; ZTA counter: -24.6; pPAFAH FP inh: 2.4; PAFAH2 FP inh: -5.9; LYPLA2 counter: 7.3; LYPLA1 inh: -0.9; EBNA-1 inhibitor: -4.7; PAFAH1B2 inh: 4.6

Results for CCCCNC(=S)NCc1ccc2[nH]c(C)cc2c1 ?
PAFAH1B3 inh: 6.3; PREPL inh: 16.4; ZTA counter: 4.9; pPAFAH FP inh: 1.4; PAFAH2 FP inh: 4.6; LYPLA2 counter: -2.6; LYPLA1 inh: -1.7; EBNA-1 inhibitor: 2.6; PAFAH1B2 inh: 4.8

How did Cc1c(O)ccc2c(=O)c(-c3nncn3-c3ccccc3)coc12 do in these assays?
PAFAH1B3 inh: -0.2; PREPL inh: 3.1; ZTA counter: 4.7; pPAFAH FP inh: 1.2; PAFAH2 FP inh: -0.1; LYPLA2 counter: -1.2; LYPLA1 inh: 0.7; EBNA-1 inhibitor: -18.4; PAFAH1B2 inh: 2.2

Results for Cc1cc(C)cc(N(CC(=O)NCCSc2ccccn2)S(=O)(=O)c2ccccc2)c1 ?
PAFAH1B3 inh: 6.5; PREPL inh: -15.5; ZTA counter: -8.5; pPAFAH FP inh: -4.1; PAFAH2 FP inh: 6.8; LYPLA2 counter: 0.8; LYPLA1 inh: -4.8; EBNA-1 inhibitor: -4.9; PAFAH1B2 inh: -1.8

How did Cc1nc2cc(CO)ccc2s1 do in these assays?
PAFAH1B3 inh: 6.2; PREPL inh: -1.9; ZTA counter: 9.3; pPAFAH FP inh: 6.0; PAFAH2 FP inh: 3.3; LYPLA2 counter: 1.2; LYPLA1 inh: 1.5; EBNA-1 inhibitor: 8.1; PAFAH1B2 inh: 0.6

Results for COc1ccc(CNC(=O)CCS(=O)(=O)c2ccc3c(c2)NC(=O)CS3)cc1 ?
PAFAH1B3 inh: 3.1; PREPL inh: 0.8; ZTA counter: 5.0; pPAFAH FP inh: 7.4; PAFAH2 FP inh: 3.2; LYPLA2 counter: 3.0; LYPLA1 inh: -4.8; EBNA-1 inhibitor: -2.3; PAFAH1B2 inh: 0.5

Results for CC1(C)CC(=O)C=C(N2CCCC2)C1 ?
PAFAH1B3 inh: 0.4; PREPL inh: 3.4; ZTA counter: -4.5; pPAFAH FP inh: 0.6; PAFAH2 FP inh: -10.0; LYPLA2 counter: 6.7; LYPLA1 inh: 0.0; EBNA-1 inhibitor: -4.9; PAFAH1B2 inh: 1.0

How did Cc1cccc(C(=O)O)c1NC(=O)c1ccc(F)cc1 do in these assays?
PAFAH1B3 inh: 6.8; PREPL inh: -0.5; ZTA counter: 15.9; pPAFAH FP inh: 5.9; PAFAH2 FP inh: 3.1; LYPLA2 counter: -1.7; LYPLA1 inh: -3.8; EBNA-1 inhibitor: 6.5; PAFAH1B2 inh: 7.2

How did Cc1ccc(S(=O)(=O)N2CCCCC2)cc1C(=O)OCC(=O)N1c2ccccc2NC(=O)C1(C)C do in these assays?
PAFAH1B3 inh: 6.1; PREPL inh: 7.4; pPAFAH FP inh: 6.6; PAFAH2 FP inh: 8.0; PAFAH1B2 inh: 34.1*

How did O=C(CN1CCN(c2ccc(F)cc2)CC1)c1ccc(O)cc1O do in these assays?
PAFAH1B3 inh: 5.0; PREPL inh: 7.9; ZTA counter: -6.6; pPAFAH FP inh: 1.3; PAFAH2 FP inh: 5.7; LYPLA2 counter: 0.8; LYPLA1 inh: 1.9; EBNA-1 inhibitor: -15.8; PAFAH1B2 inh: 2.8

What do the screens show for `Cn1c(-c2ccc3ccccc3n2)nc2cnccc21`?
PAFAH1B3 inh: 1.4; PREPL inh: 5.3; ZTA counter: -24.5; pPAFAH FP inh: 1.4; PAFAH2 FP inh: 3.9; LYPLA2 counter: 5.0; LYPLA1 inh: 1.2; EBNA-1 inhibitor: 7.4; PAFAH1B2 inh: -1.6

What do the screens show for `O=C1c2ccccc2C(O)N1Cc1cccs1` (centres undefined)?
PAFAH1B3 inh: 7.6; PREPL inh: -4.7; ZTA counter: -0.5; pPAFAH FP inh: 1.9; PAFAH2 FP inh: -0.3; LYPLA2 counter: -0.8; LYPLA1 inh: -0.7; EBNA-1 inhibitor: 8.5; PAFAH1B2 inh: 4.4

Results for CCOc1ccc(NC(=S)N(CCc2ccncc2)C(C)C)cc1 ?
PAFAH1B3 inh: 7.6; PREPL inh: 7.7; ZTA counter: -7.1; pPAFAH FP inh: 5.8; PAFAH2 FP inh: 0.7; LYPLA2 counter: -0.9; LYPLA1 inh: -3.5; EBNA-1 inhibitor: -4.9; PAFAH1B2 inh: 5.2

How did O=C(Cn1ccc2cc(S(=O)(=O)N3CCCCC3)ccc21)NCc1ccccc1F do in these assays?
PAFAH1B3 inh: 8.2; PREPL inh: 5.6; ZTA counter: -6.0; pPAFAH FP inh: 4.8; PAFAH2 FP inh: 2.0; LYPLA2 counter: -5.5; LYPLA1 inh: -2.1; EBNA-1 inhibitor: -4.2; PAFAH1B2 inh: 3.1

Results for Cc1cc(C)c(S(=O)(=O)N2CCOCC2)c(C)c1N(C)S(=O)(=O)c1ccccc1 ?
PAFAH1B3 inh: -2.7; PREPL inh: 2.5; ZTA counter: 8.0; pPAFAH FP inh: 4.5; PAFAH2 FP inh: -1.0; LYPLA2 counter: -1.9; LYPLA1 inh: -0.7; EBNA-1 inhibitor: -5.5; PAFAH1B2 inh: 2.5

Screening data as filed in PubChem.

Some of the compounds tested; count on the stated rates, not on these rows.
